Compound activity: PubChem, Southern Research Specialized Biocontainment Screening Center
tuberculosis growth: growth inhibition of non-replicating M. tuberculosis (AID 488890) | Mycobacterium tuberculosis non-replicating, growth inhibition; higher % means a stronger effect | one-dose inhibition, % at 25 µM; IC50 in µM for titrated hits | 320,000 tested, 0.39% active; in the data active means a potency from the dose series; inconclusive means inhibition mostly from about 82% at the one dose, without a potency; inactive means the rest, 99 in 100 with inhibition below about 76%;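 further: plate controls were DMSO cells for no effect and high antibiotic wells for full effect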
VEEV TC-83 Vero: inhibitors of VEEV TC-83 cytopathic effect, confirmation, Vero cells (AID 588727); 350,000 tested, 0.13% active; Vero cells, VEEV TC-83 cytopathic effect inhibition; higher % means a stronger effect; inhibition, % at 20 µM; hits with a dose series show IC50 in µM; in the data active means a potency from the dose series; inconclusive means inhibition mostly from about 14% at the one dose, without a potency; inactive means the rest, 99 in 100 with inhibition below about 12%; further: strong numbers were not always called active
H1N1 NS1A inhibition: H1N1 influenza NS1A inhibitors, functional cell based assay (AID 504329). 340,000 tested, 0.3% active. one-dose inhibition, % at 12.5 µM; IC50 in µM for titrated hits. NS1A functional cell-based assay, percent inhibition; higher % means a stronger effect; in the data active means a potency from the dose series; inconclusive means inhibition above about 27% without an active follow-up result; further: strong numbers were not always called active
M. tuberculosis HTS: M. tuberculosis growth inhibition, HTS (AID 449762); 330,000 tested, 0.59% active; inhibition, % at 25 µM; hits with a dose series show IC50 in µM; M. tuberculosis H37Rv growth inhibition, 7H9 media; higher % means a stronger effect; in the data active means a potency from the dose series; inconclusive means inhibition above about 70% without an active follow-up result;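 further: bacterial growth assessed after seven days of incubation; strong numbers were not always called active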
Salmonella PhoP GFP: Inhibition of PhoP regulon, Salmonella typhi GFP reporter cells, confirmation, 4 h (AID 1850); Salmonella Typhi PhoP-promoter GFP reporter, fluorescence, 4 h; higher % means a stronger effect; inhibition, % at 50 µM, or IC50 in µM where a hit was titrated; 310,000 tested, 0.33% active; in the data active means a potency from the dose series; inconclusive means inhibition mostly from about 25% at the one dose, without a potency; inactive means the rest, 99 in 100 with inhibition below about 19%;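 further: 0% = induced wells with vehicle and 100% = uninduced wells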
VEEV TC-83 Vero 10K pilot screen: also measured in VEEV TC-83 Vero; calls as there; inhibition, %; measured here: 10K pilot screen inhibition
* marks the source's active call; other numbers are inactive results; i = inactive; ? = inconclusive; / = not tested or not shown; & = joins results of further samples. Rows were taken by chance. Share with any hit: about 1.5%.

SMILES | tuberculosis growth | VEEV TC-83 Vero | H1N1 NS1A inhibition | M. tuberculosis HTS | Salmonella PhoP GFP | others
Fc1c(F)c(C(F)(F)F)c(F)c(F)c1N/N=C\c1cccs1 | 13% | 0.4% | -7% | 11% | 3%
COc1ccccc1N1CC(C(=O)Nc2nnc(SCc3ccccn3)s2)CC1=O (stereo not given) | -10% | 0.5% | -6% | -3% | -23% | VEEV TC-83 Vero 10K pilot screen=0.8
COCCNC(=O)c1cccc(Nc2nc(-c3ccccc3)c3cc(Cl)ccc3n2)c1 | 45% | 6.5% | -7% | 6% | 1%
CCCn1c(SCC(=O)N2CCN(C(=O)c3ccco3)CC2)nc2ccccc2c1=O | 0% | 10% | / | -11% | -2%
CCN(CC)CCOC(=O)c1cccc(Cl)c1 | 3% | 1.1% | -12% | -11% | -8%
O=C(COC(=O)c1ccc(Br)c(S(=O)(=O)N2CCOCC2)c1)NCC1CCCO1 (stereo not given) | -10% | 0.3% | -18% | -13% | -8%&-1%
COC(=O)/C(=C\c1cc(OC)c(OC)c(OC)c1)c1nc2ccccc2[nH]1 | 32% | 5.5% | -17% | 3% | -11%
Cc1csc2c(N3CCN(S(=O)(=O)c4ccc(Cl)cc4)CC3)ncnc12 | 8% | 1.4% | -21% | -3% | -12%
Cc1ccc(S(=O)(=O)N2CCCC2C(=O)NCCc2ccccc2)cc1 (stereo not given) | -3% | 0.4% | 4% | 0% | 5%
Cc1cc(NC(=O)CCN2C(=O)/C(=C\c3ccccc3)SC2=S)no1 | 9% | 0.5% | 4% | -7% | 7%
Brc1c(CSc2nncn2-c2ccccc2)nc2ncccn12 | -7% | 0.6% | -4% | 6% | 0%
Nn1c(COc2cccc(Br)c2)nnc1SCC(=O)NCC1CCCO1 (stereo not given) | 0% | 1.4% | 0% | 3% | /
CCc1c(O)nc(SCC(=O)Nc2ccc(C)cc2)n(C2CCCCC2)c1=O | 25% | 0.2% | 2% | -13% | 2%
COc1ccccc1C(C)NC(=O)CCOc1cccc(C)c1 (stereo not given) | 17% | 1.5% | 3% | 4% | -25%
O=C(O)/C=C/c1ccc2c(-c3ccccc3)onc2c1 | 5% | 1.3% | -3% | -12% | -12%
Cc1cc(Cl)ccc1NC(=S)N1CCN(C(=O)c2ccco2)CC1 | -8% | 2.4% | -8% | -5% | -6%
O=C(NCC(=O)N1CCCCCCC1)c1ccc(Cl)cc1 | 47% | i | 9% | 8% | /
COc1cccc(NC(=O)CN(C)C(=O)c2cc3c(s2)CCCC3)c1 | 46% | 0.6% | 5% | 9% | /
COc1ccccc1NS(=O)(=O)c1cc(NC(=O)CNC(=O)c2ccccc2)ccc1C | -5% | 1.3% | 5% | -3% | -4%
O=C(Nc1ccc([N+](=O)[O-])cn1)C1CCCCC1 | 62% | 0.7% | 0% | 2% | 10%
CN(CCNC(=O)c1ccc(/C=N/O)nc1)Cc1ccccc1 | -15% | 1.7% | 2% | -3% | -2%
COc1ccc(Cl)cc1NC(=S)NCCSc1ccc(C)cc1 | ? | 0.9% | -4% | 0% | 17%
COc1ccc(CN(C)C(=O)c2ccccc2Sc2ccccc2C#N)cc1OC | 3% | 5.7% | -2% | -4% | -12%
C=C(C)C(O)COc1c2occc2c(OC)c2ccc(=O)oc12 (stereo not given) | 8% | 1.0% | 1% | 2% | /
O=C(CSc1nc2ccccc2o1)NC(=O)NCc1ccccc1 | ? | i | -16% | 33% | -11%
Cc1ccccc1S(=O)(=O)Nc1ncnc2sccc12 | -9% | 0.9% | 4% | -4% | /
Cc1cc(C)c(NC(=O)CS(=O)CC(=O)NC2CCCc3ccccc32)c(C)c1 (stereo not given) | 3% | 2.9% | -2% | 9% | 1%
C#C[C@]1(O)CC[C@H]2[C@@H]3CCc4cc(OC)ccc4[C@H]3CC[C@@]21C | 8% | 5.5% | 0% | -1% | -7%&-1%
Cc1cc(N)c(-n2cc3c(=O)n(C)c(=O)n(C)c3c2)cc1C | -2% | 4.0% | 6% | -8% | 0%
CC(=O)Nc1ccc(S(=O)(=O)N(C)CCOCc2ccccc2)cc1 | 6% | 2.2% | 1% | -4% | -1%
COc1ccc(CCNC(C)CCc2ccc(OC)cc2)cc1 (stereo not given) | 22% | 1.6% | 5% | 0% | -12%
O=C(CSCc1ccccc1Br)N/N=C/c1ccc(OCC(=O)N2CCCCC2)cc1 | 44% | 1.7% | -9% | -2% | -3%
CN1CC(=O)N(CC(=O)Nc2ccc3c(c2)CCC3)C1=O | -2% | 1.3% | -3% | 6% | 7%
O=C(NCCN1CCCC1)c1cccc(Cl)c1 | 14% | i | -2% | 6% | -4%
CCOC(=O)c1cnc(N2CCOCC2)[nH]c1=O | 2% | i | 2% | -2% | 0%
O=C1CC(Nc2ccccc2)C(=O)N1Cc1ccccc1 (stereo not given) | 2% | 1.6% | 4% | -7% | 7%
Cc1oc(CC(C)C)cc1C(N)=O | 2% | 0.3% | -7% | 5% | 7%
CC(C)n1c(SCC(=O)NC2CC2)nnc1-c1ccco1 | 6% | 1.1% | -9% | -5% | -5%
COC(=O)c1ccc(CN2C(=O)c3ccccc3C2=O)o1 | 0% | 0.6% | -7% | 1% | 8%
CCCC(=O)Nc1ccc(C(=O)N/N=C/c2ccc([N+](=O)[O-])o2)cc1 | / | i | 0% | ? | 14%
Cc1cc(C)c(NC(=O)C2CCN(C(=O)c3ccco3)CC2)c(C)c1 | -4% | 1.4% | -9% | 5% | 5%
O=C(C1CCCN(c2ncnc3c2nc2n3CCCCC2)C1)N1CCCCC1 (stereo not given) | 10% | 2.0% | -5% | 1% | -12%
COc1cccc(CC(NC(C)=O)C(=O)NC2CCN(c3nnnn3-c3ccccc3)CC2)c1 (stereo not given) | 6% | 0.3% | 5% | -1% | -1%

Among those listed so far, these have bromine.
SMILES | tuberculosis growth | VEEV TC-83 Vero | H1N1 NS1A inhibition | M. tuberculosis HTS | Salmonella PhoP GFP | others
O=C(COC(=O)c1ccc(Br)c(S(=O)(=O)N2CCOCC2)c1)NCC1CCCO1 (stereo not given) | -10% | 0.3% | -18% | -13% | -8%&-1%
Brc1c(CSc2nncn2-c2ccccc2)nc2ncccn12 | -7% | 0.6% | -4% | 6% | 0%
Nn1c(COc2cccc(Br)c2)nnc1SCC(=O)NCC1CCCO1 (stereo not given) | 0% | 1.4% | 0% | 3% | /
O=C(CSCc1ccccc1Br)N/N=C/c1ccc(OCC(=O)N2CCCCC2)cc1 | 44% | 1.7% | -9% | -2% | -3%

2 entries drawn at random from the list so far, as already listed:
SMILES | tuberculosis growth | VEEV TC-83 Vero | H1N1 NS1A inhibition | M. tuberculosis HTS | Salmonella PhoP GFP | others
COC(=O)/C(=C\c1cc(OC)c(OC)c(OC)c1)c1nc2ccccc2[nH]1 | 32% | 5.5% | -17% | 3% | -11%
Brc1c(CSc2nncn2-c2ccccc2)nc2ncccn12 | -7% | 0.6% | -4% | 6% | 0%

2 consecutive entries from above, quoted:
SMILES | tuberculosis growth | VEEV TC-83 Vero | H1N1 NS1A inhibition | M. tuberculosis HTS | Salmonella PhoP GFP | others
CN(CCNC(=O)c1ccc(/C=N/O)nc1)Cc1ccccc1 | -15% | 1.7% | 2% | -3% | -2%
COc1ccc(Cl)cc1NC(=S)NCCSc1ccc(C)cc1 | ? | 0.9% | -4% | 0% | 17%
